Screens from PubChem BioAssay.
M4 antag – CHRM4 antagonism in calcium assay. P08173. CHO-hM4 cells, ACh EC80, Fluo-8 calcium fluorescence. inhibition, % at 3 µM. hit rate 0.73% among 360,000;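 active = inhibition above its plate's cutoff, the mean inhibition of sample wells plus 3 SD, cut at about 27% in these data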;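 note: 0% = acetylcholine EC80 with DMSO and 100% = DMSO without agonist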
M5 ag – CHRM5 agonism in calcium assay | CHO-K1 hM5 cells, Fluo-8 calcium fluorescence; 0% DMSO wells, 100% maximal acetylcholine response | P08912 | AID 624037 | hit rate 0.19% among 360,000 | activation, % at 3 µM;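 active = activation above the run's mean over test compounds plus 3 SD, cut at about 23% in these data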;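 note: signal is peak over basal fluorescence ratio across the kinetic read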
Target sequence (P08912 whole entry, looked up): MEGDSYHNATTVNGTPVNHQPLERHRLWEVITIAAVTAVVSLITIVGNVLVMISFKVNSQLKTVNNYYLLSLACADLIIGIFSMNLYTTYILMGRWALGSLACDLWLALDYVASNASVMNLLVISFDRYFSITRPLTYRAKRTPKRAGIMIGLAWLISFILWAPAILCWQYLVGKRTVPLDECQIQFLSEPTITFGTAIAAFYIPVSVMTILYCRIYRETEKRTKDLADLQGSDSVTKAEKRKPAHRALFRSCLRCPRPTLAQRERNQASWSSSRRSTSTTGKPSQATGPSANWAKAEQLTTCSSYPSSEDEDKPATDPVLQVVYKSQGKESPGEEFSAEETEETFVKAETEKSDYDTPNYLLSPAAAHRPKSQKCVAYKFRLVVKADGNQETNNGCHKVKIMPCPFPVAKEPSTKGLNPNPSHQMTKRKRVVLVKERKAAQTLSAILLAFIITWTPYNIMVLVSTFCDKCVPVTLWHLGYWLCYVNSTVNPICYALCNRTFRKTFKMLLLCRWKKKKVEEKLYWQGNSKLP
CHRM4 PAM – positive allosteric modulators of human muscarinic M4 receptor | CHO-K1 hM4/Gqi5, Fluo-8 calcium fluorescence, ACh EC20; 0% = ACh EC20, 100% = maximal ACh | hit rate 0.4% among 360,000 | activation, % at 3 µM;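 active = activation above its plate's cutoff, the mean activation of sample wells plus 3 SD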; note: some results filed as inactive read as strong as hits
CHRM1 antagonist – antagonists of human M1 muscarinic receptor. P11229. CHO-K1 hM1, Fluo-8 calcium fluorescence, ACh EC80 antagonist. inhibition, % at 3 µM. hit rate 1.3% among 360,000. AID 588852;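 active = percent inhibition above its own plate's cutoff, namely the mean of that plate's compound wells plus 3 SD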;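 note: peak over basal fluorescence ratio during 140 s after agonist addition; 0% = ACh EC80 plus DMSO and 100% = DMSO alone without agonist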
Target sequence (P11229 whole entry, looked up): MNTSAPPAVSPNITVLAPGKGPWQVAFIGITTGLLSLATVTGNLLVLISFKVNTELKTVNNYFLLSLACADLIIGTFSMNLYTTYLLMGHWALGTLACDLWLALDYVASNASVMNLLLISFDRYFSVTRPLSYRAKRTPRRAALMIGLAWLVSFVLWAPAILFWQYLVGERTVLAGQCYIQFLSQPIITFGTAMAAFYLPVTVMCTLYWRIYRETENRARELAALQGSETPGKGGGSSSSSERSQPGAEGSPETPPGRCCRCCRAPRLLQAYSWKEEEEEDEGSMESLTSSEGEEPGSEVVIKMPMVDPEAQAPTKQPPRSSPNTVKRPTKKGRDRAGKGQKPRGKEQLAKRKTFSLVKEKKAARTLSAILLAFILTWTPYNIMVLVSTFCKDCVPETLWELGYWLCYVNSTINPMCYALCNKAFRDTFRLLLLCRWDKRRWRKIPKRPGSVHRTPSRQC
M5 antag – CHRM5 antagonism in calcium assay; P08912; CHO-hM5 cells, Fluo-8 calcium fluorescence, ACh EC80; inhibition, % at 3 µM; hit rate 0.59% among 360,000; AID 624040;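 active = inhibition above a per-plate cutoff, the mean of that plate's test compounds plus 3 SD, cut at about 27% in these data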;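 note: 0% = acetylcholine EC80 with DMSO and 100% = DMSO without agonist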
M1 PAM – positive allosteric modulators of human M1 muscarinic receptor | P11229 | CHO-K1 hM1, Fluo-8 calcium fluorescence, ACh EC20; 0% = ACh EC20, 100% = maximal ACh | activation, % at 3 µM | hit rate 0.088% among 360,000 | AID 588819; in the data active = activation above about 19%, passing the limit was not always enough
CRFR2-BP ag – agonists of human CRF-binding protein/CRF-R2 receptor complex | HEK293 CRF-R2/CRF-BP, calcium dye fluorescence (FLIPR); percent of saturating CRF peptide response | activation, % at 13.2 µM | hit rate 0.46% among 350,000;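 active = activation of at least 50%, plus an integration ratio under a set limit after plate pattern correction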;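 note: plate controls were neutral control wells without compound for no effect and CRF at EC100 for full effect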
CHRM4 agonist – CHRM4 agonism in calcium assay; P08173; hit rate 0.14% among 360,000; AID 624127; activation, % at 3 µM; CHO-K1 hM4/Gqi5, Fluo-8 calcium fluorescence; vehicle 0%, full acetylcholine response 100%;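 active = activation above the run mean over all test wells plus 3 SD, cut at about 32% in these data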;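 note: peak over basal fluorescence ratio per well then scaled between controls; 0% = DMSO wells and 100% = acetylcholine at EC100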
M5 PAM – positive allosteric modulators of human muscarinic M5 receptor; P08912; hit rate 0.3% among 360,000; AID 624038; activation, % at 3 µM; CHO-K1 hM5, Fluo-8 calcium, ACh EC20 PAM; 0% = ACh EC20, 100% = ACh EC100;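 active = activation above the run cutoff, the mean activation of all test compounds plus 3 SD, cut at about 18% in these data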
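Assay system – human M5 receptor in CHO-K1 cells · Read-out – % activation, ACh-normalized · Technique – Fluo-8 calcium fluorescence · Dosing – single-point, 3 µM nominal · Incubation – Fluo-8 loading 80 min at 37 °C plus 30 min room temperature · Repeats – singlicate, one well per test compound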
Numbers without * were called inactive; / = not tested or not shown.

SMILES	M4 antag	M5 ag	CHRM4 PAM	CHRM1 antagonist	M5 antag	M1 PAM	CRFR2-BP ag	CHRM4 agonist	M5 PAM
c1ccc2nc(N3CCN(Cc4ccc5c(c4)OCO5)CC3)cnc2c1	5	0	-11	1	10	-5	-0.1	21	-15
Cn1c(=O)c2c(ncn2CC(=O)N/N=C/c2ccc(Br)s2)n(C)c1=O	1	0	-5	7	10	-2	1.0	1	-5
CCC(=O)Nc1ccccc1C(=O)OCC(=O)Nc1ccc(S(N)(=O)=O)cc1	8	2	3	-2	-9	-1	1.7	0	-3
Cn1c(=O)c2c(nc(NC3CCCCC3)n2CC(O)COc2ccccc2)n(C)c1=O (centres undefined)	-6	0	-6	-13	-8	7	-2.3	3	-4
Cn1c(CC(=O)Nc2ccccc2)cc2ccccc21	-1	0	-10	-16	15	12	-2.7	2	-1
COc1ccc(OCCCCOc2ccccc2Cl)cc1	7	-3	1	5	12	-4	-0.2	-1	-6
Cc1nn(Cc2ccc(C(=O)Nc3nc4c(C)cccc4s3)o2)c(C)c1Br	3	-1	5	-9	0	3	6.1	-1	4
Cc1ccc(C(=O)N/C(=C\c2ccc(-c3ccccc3[N+](=O)[O-])o2)C(=O)NCCN(C)C)cc1	-2	0	0	2	5	-1	4.0	1	-2
Cc1ccc(Cl)cc1N1CCN(C(=O)Cc2c(C(=O)O)[nH]c3ccc(Cl)cc23)CC1	-2	-6	-5	5	3	-1	5.7	9	-10
COc1cc2c(=O)n(CCC(=O)NCC3CCCO3)c(=O)n(CC(=O)c3ccc(Cl)cc3)c2cc1OC (centres undefined)	6	0	11	-16	5	11	0.4	1	5
CC1CCC(NC(=O)CCNC(=O)c2ccccc2)CC1 (centres undefined)	-12	-2	7	-3	-4	4	4.8	1	1
O=C(CN1C(=O)NC2(CCCCC2)C1=O)Nc1ccc(Cl)c(S(=O)(=O)N2CCOCC2)c1	-11	3	11	-5	-14	17	-0.1	2	7
O=[N+]([O-])c1ccccc1N(CC1CO1)S(=O)(=O)c1ccccc1 (centres undefined)	0	-3	-5	-7	22	-2	-2.8	5	-7
C[C@H]1CN([C@@H](C)CO)C(=O)c2cc(/C=C/c3ccccc3)cnc2O[C@H]1CN(C)C(=O)c1cccc(F)c1	-5	-1	0	-7	9	2	-1.6	1	-2
Cn1c2ccccc2c(=O)c2ccc(C#CC3(N)CCCCC3)cc21	-9	1	2	3	7	1	-1.4	10	-6
CC1(C)Cc2cccc(OCC(=O)N3CCN(c4ccc([N+](=O)[O-])cc4)CC3)c2O1	-3	0	-2	16	0	-16	3.6	-1	-5
C#CCOCCOCCOCCNc1nc(N2CCN(C(=O)CCCCCCCCCCNC(=O)Cn3cc(CCCCCN)nn3)CC2)nc(N2CCN(C(=O)CCCCCCCCCCNC(=O)[C@H]([C@@H](C)CC)n3cc(CCCCCN)nn3)CC2)n1	6	-10	-11	13	13	-22	89*	3	-4
CCC(=O)c1ccc(OCC(=O)OC(C)C(=O)N2CCc3ccccc32)cc1 (centres undefined)	-20	-2	5	-20	1	10	-1.0	1	6
CC1=C(C(=O)Nc2ccccn2)C(c2cn(C)nc2C)C2=C(CCCC2=O)N1 (centres undefined)	11	-1	2	-6	2	9	-1.8	0	2
CCOC(=O)c1cc(-c2cccc([N+](=O)[O-])c2)n[nH]1	-3	-1	6	-1	1	6	-1.3	4	6
CC1(C)Cc2c(C#N)c(N3CCN(C(=O)c4ccccc4)CC3)nc(-c3ccco3)c2CS1	8	0	2	-26	11	5	9.9	1	-7
CC(=O)Nc1ccc(S(=O)(=O)Nc2nc3ccccc3nc2N2CCCCCC2)cc1	-3	-4	12	-13	8	8	2.3	0	3
COc1ccc(C(=O)N(Cc2ccc(N(C)C)cc2)C2CCS(=O)(=O)C2)cc1 (centres undefined)	-6	-2	4	10	-5	1	1.0	0	7
N/C(=N\OC(=O)c1ccc2ccccc2c1)c1ccccn1	-2	2	-6	-6	0	2	-0.6	7	-7

Some of the entries so far, field by field.
Cc1ccc(C(=O)N/C(=C\c2ccc(-c3ccccc3[N+](=O)[O-])o2)C(=O)NCCN(C)C)cc1
  M4 antag = -2	M5 ag = 0	CHRM4 PAM = 0	CHRM1 antagonist = 2	M5 antag = 5	M1 PAM = -1	CRFR2-BP ag = 4.0	CHRM4 agonist = 1	M5 PAM = -2

Cc1nn(Cc2ccc(C(=O)Nc3nc4c(C)cccc4s3)o2)c(C)c1Br
  M4 antag = 3	M5 ag = -1	CHRM4 PAM = 5	CHRM1 antagonist = -9	M5 antag = 0	M1 PAM = 3	CRFR2-BP ag = 6.1	CHRM4 agonist = -1	M5 PAM = 4

c1ccc2nc(N3CCN(Cc4ccc5c(c4)OCO5)CC3)cnc2c1
  M4 antag = 5	M5 ag = 0	CHRM4 PAM = -11	CHRM1 antagonist = 1	M5 antag = 10	M1 PAM = -5	CRFR2-BP ag = -0.1	CHRM4 agonist = 21	M5 PAM = -15

O=[N+]([O-])c1ccccc1N(CC1CO1)S(=O)(=O)c1ccccc1 (centres undefined)
  M4 antag = 0	M5 ag = -3	CHRM4 PAM = -5	CHRM1 antagonist = -7	M5 antag = 22	M1 PAM = -2	CRFR2-BP ag = -2.8	CHRM4 agonist = 5	M5 PAM = -7

Profiles from above. Screens in order: M4 antag	M5 ag	CHRM4 PAM	CHRM1 antagonist	M5 antag	M1 PAM	CRFR2-BP ag	CHRM4 agonist	M5 PAM
N/C(=N\OC(=O)c1ccc2ccccc2c1)c1ccccn1 as listed: -2	2	-6	-6	0	2	-0.6	7	-7
CCOC(=O)c1cc(-c2cccc([N+](=O)[O-])c2)n[nH]1 as listed: -3	-1	6	-1	1	6	-1.3	4	6
CC(=O)Nc1ccc(S(=O)(=O)Nc2nc3ccccc3nc2N2CCCCCC2)cc1 as listed: -3	-4	12	-13	8	8	2.3	0	3
O=[N+]([O-])c1ccccc1N(CC1CO1)S(=O)(=O)c1ccccc1 (centres undefined) as listed: 0	-3	-5	-7	22	-2	-2.8	5	-7

(next part)
SMILES	M4 antag	M5 ag	CHRM4 PAM	CHRM1 antagonist	M5 antag	M1 PAM	CRFR2-BP ag	CHRM4 agonist	M5 PAM
CCCCN(C(=O)CSCc1ccc(C)cc1)c1c(N)n(CCC)c(=O)[nH]c1=O	-1	-3	4	3	-5	1	0.5	1	3
CN1CCN(C(=O)C[C@@H]2C=C[C@H](NS(=O)(=O)c3cccc(F)c3)[C@@H](CO)O2)CC1	3	0	-1	/	-1	/	/	0	2
Clc1ccc(-c2nnc3sc(Cc4cccs4)nn23)c(Cl)c1	6	-2	2	-3	-4	6	-1.2	0	3
COc1cc2oc(-c3ccc(O)cc3)cc(=O)c2c(OC)c1O	-1	1	0	-12	1	5	-0.4	0	-1
O=C(O)CCNC(=O)COc1ccc2c3c(c(=O)oc2c1)CCCC3	12	-2	-6	8	10	-3	-1.4	1	-6
CC(=O)c1ccccc1Oc1nc(CN2CCOCC2)nc2scc(-c3cccs3)c12	-18	-12	4	-4	-13	-2	-1.2	2	-2
CCc1nc2cc3sc(CC)nc3cc2s1	-12	3	8	-1	0	3	-5.2	1	13
O=C(COc1ccc(S(=O)(=O)NC2CCCCC2)cc1)NCC1CCCO1 (centres undefined)	-4	-1	-3	-1	3	4	-0.7	2	-3
Cc1cc(NC(=O)C2CCCN(S(=O)(=O)c3cnc[nH]3)C2)ccc1Br (centres undefined)	-2	2	7	-16	0	16	-0.4	1	3
CCOC(=O)N1CCC(Nc2c(Nc3cccc(CC)c3)c(=O)c2=O)CC1	-4	2	-2	2	5	-11	-6.9	8	-8
COc1ccc(NC(=O)N2CCCC(c3ccccc3)C2)cc1 (centres undefined)	1	-4	0	-4	11	6	-1.6	1	-2
CCC1COCCS(=O)(=O)N1Cc1ccc(F)cc1 (centres undefined)	-7	0	-3	-14	1	7	-1.9	-1	-1
COc1ccc(-c2ccc(C(=O)NCCN(C)C)c3occc23)c(C)c1	-8	-2	-2	-13	3	8	/	3	-3
CC1=NN(c2ccc(Cl)c(C(=O)O)c2)C(=O)C1	3	-1	4	3	4	-1	0.3	0	-6
O=C(Nc1ccccc1)C1CCN(c2nccs2)CC1	2	-1	1	-11	-3	2	1.2	0	3
CCCCN(C(=O)CC1CCCC1)c1c(N)n(CCCC)c(=O)[nH]c1=O	11	1	-1	-12	8	6	1.9	-1	-9
O=S(=O)(O)c1cccc2c(N=Nc3ccc(O)c4ncccc34)cccc12	1	-2	1	-10	-1	7	-2.2	-1	6
Cc1cccc(C(=O)NNC(=O)c2cc3cc4ccccc4nc3s2)c1	0	-3	9	-19	5	5	-0.6	1	-4
CC(=O)c1c(C)[nH]c(C(=O)OCC(=O)N2CC(=O)Nc3ccccc32)c1C	-2	0	10	6	-1	-5	-0.8	3	-2
CCOc1cc(C)ccc1OCc1nnc(SCC(=O)Nc2cccc(C(=O)O)c2)n1-c1ccccc1	10	6	0	-7	-6	4	-0.8	0	0
CCn1c(C)nc2cc(S(=O)(=O)C(F)(F)C(F)C(F)(F)F)ccc21 (centres undefined)	4	7	-10	18	27*	-8	-0.2	14	-14
COc1ccc(C2CC(=O)Nc3cc(C)c(C)cc32)c(OC)c1OC (centres undefined)	4	-2	4	1	1	-6	1.4	1	-4
O=C(CSCc1ccccc1)Nc1ccccc1	-8	-7	5	1	1	3	-1.3	1	-2
c1ccc(Nc2nc(N3CCOCC3)c3ccccc3n2)cc1	-2	-2	-5	-8	4	-9	-2.4	8	-12
O=C(O)CC1S/C(=N/N=C/c2ccc(-c3ccccc3[N+](=O)[O-])o2)NC1=O (centres undefined)	-12	-2	8	-2	-6	2	-0.6	1	-2
CC(Cc1cccs1)NC(=S)Nc1ccc(F)cc1 (centres undefined)	2	-1	-5	5	3	-1	0.7	6	-7
Cc1cc(C)cc(C(=O)NCC(=O)OCc2c(C)noc2C)c1	11	1	-4	-3	0	5	-2.9	0	0
COc1ccc(C(=O)/C=C/Nc2ccc(S(=O)(=O)Nc3cc(OC)nc(OC)n3)cc2)c(OC)c1	-1	-3	-5	4	17	5	0.7	3	-5
C[C@@H]1CN([C@@H](C)CO)C(=O)c2cc(C#Cc3cccc(F)c3)cnc2O[C@H]1CN(C)C(=O)C1CCCCC1	-10	1	6	-15	5	6	-0.7	1	-1
CCCOc1ccc(C(=O)NNC(=O)c2cccc(S(=O)(=O)N3CCN(C(C)=O)CC3)c2)cc1OC	-6	-1	-2	5	-4	-1	-0.7	-1	14
c1ccc(COc2cccc(-c3cc4nc(NCCc5ccncc5)ccn4n3)c2)cc1	-5	1	-10	0	5	-2	/	13	-6
CS(=O)(=O)c1nc([N+](=O)[O-])nn1CCCc1ccccc1	-4	3	-9	-9	10	7	0.1	1	4
Cc1nc(N2CCC(C)CC2)c2c(C)c(C(=O)Nc3cccc(C(F)(F)F)c3)sc2n1	3	0	1	5	-1	1	2.0	1	-1
FC(F)Oc1ccccc1/C=N/n1cnc2ccccc21	0	-4	3	10	-13	-6	-2.1	1	-4
